NOD2 inhibition = NOD2 signaling inhibitors, cell-based, luminescence, uHTS, HEK293 (AID 1566); HEK293 NOD2/NF-kB luciferase reporter, luminescence; higher % means a stronger effect; inhibition, % at 4 µM; hits with a dose series show EC50 in µM; 290,000 tested, 0.63% active; also: many of its hits are not listed in these tables
West Nile antiviral = West Nile virus antiviral activity, cell-based, CPE readout (AID 1621). CPE inhibition, % at 10 µM, or IC50 in µM where a hit was titrated. West Nile virus-infected cells, CPE inhibition; higher % means a stronger effect. 290,000 tested, 0.02% active; in the data active = a potency from the dose series; also: strong numbers were not always called active
NOD1 inhibition = NOD1 signaling inhibitors, primary screen, cell-based, luminescence, uHTS (AID 1578). NOD1-driven NF-kB luciferase reporter cells, luminescence; higher % means a stronger effect. inhibition, % at 4 µM, or EC50 in µM where a hit was titrated. 290,000 tested, 1% active; in the data active = inhibition mostly above about 36%, no sharp cut-off; inactive = mostly below about 34%;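 also: HEK-293T reporter cells stimulated with the NOD1 agonist gamma-tri-DAP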
HIV peptide binding = inhibitors of HIV fusion peptide binding, primary screen, biochemical, uHTS, fluorescence dequenching (AID 1986); cell-free peptide binding, fluorescence dequenching, 30 min; higher % means a stronger effect; inhibition, % at 20 µM; hits with a dose series show IC50 in µM; 290,000 tested, 0.3% active; in the data active = inhibition mostly above about 52%, no sharp cut-off; inactive = mostly below about 76%; also: some results filed as inactive read as strong as hits
KOR beta-arrestin-1 = KOR agonists, beta-arrestin recruitment, primary screen, cell-based, luminescence, uHTS (AID 1777). Kappa-type opioid receptor (Homo sapiens). KOR beta-arrestin recruitment, luminescence; higher % means a stronger effect. one-dose activation, % at 10 µM; EC50 in µM for titrated hits. 280,000 tested, 0.02% active; in the data active = activation above about 50%, passing the limit was not always enough; also: a part of the inactive calls stands beside numbers as strong as those of hits
NS5 inhibitors = Dengue-2 NS5 methyltransferase inhibitors, primary screen, biochemical, confirmation dose response (AID 588689). Dengue-2 NS5 methyltransferase capping enzyme assay, biochemical; higher % means a stronger effect. inhibition, % at 25 µM; hits with a dose series show IC50 in µM. 340,000 tested, 0.3% active. Genome polyprotein (Dengue virus type 2 (strain 16681-PDK53)); in the data active = a potency from the dose series
Yfh1-depleted yeast = enhancers of respiration in Yfh1-depleted yeast, dose response, Friedreich's ataxia, plus single-dose screen (AID 1465) | S. cerevisiae Yfh1-off respiration, WST-1 reduction, 72 h; higher fold induction means a stronger effect | 220,000 tested, 0.074% active | one-dose fold induction at 50 µM; EC50 in µM for titrated hits;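 active = fold induction of absorbance versus untreated yeast above a set limit, then at least 30% activation at any dose in follow-up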;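 also: activators that raise dye reduction in frataxin-depleted yeast; strong numbers were not always called active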
KOR beta-arrestin-2 = KOR antagonists, beta-arrestin recruitment, cell-based, luminescence, uHTS (AID 1778); inhibition, % at 10 µM; hits with a dose series show IC50 in µM; 290,000 tested, 0.091% active; KOR beta-arrestin recruitment, luminescence, antagonist mode; higher % means a stronger effect; also: strong numbers were not always called active
AID2073 = inhibitors of Mint1-CaV2.2 protein interaction, biochemical, HTRF (AID 2073); HTRF protein-protein interaction, Mint1-CaV2.2; higher % means a stronger effect; 290,000 tested, 0.19% active; inhibition, % at 20 µM; hits with a dose series show IC50 in µM; Voltage-dependent N-type calcium channel subunit alpha-1B (Homo sapiens); in the data active = inhibition mostly above about 51%, no sharp cut-off; also: some results filed as inactive read as strong as hits
Starred values were filed as active, the others as inactive; i = inactive; x = not tested or not shown; [ ] = dose if it differs, or a comment. Rule as the data show it, unless noted: active = inhibition above about 50%; inactive = the rest.

SMILES | NOD2 inhibition | West Nile antiviral | NOD1 inhibition | HIV peptide binding | KOR beta-arrestin-1 | NS5 inhibitors | Yfh1-depleted yeast | KOR beta-arrestin-2 | AID2073
Cc1cc(C)cc(NC(=O)CSc2nc(N)c(NC(=O)c3cccs3)c(=O)[nH]2)c1 | 2% | -0.1% | -36% | -2.2% | -1.1% | -2% | i | -8% | 10%
O=C(/C=C/c1cccs1)Nc1ccncc1 | -16% | -0.6% | -2% | 1.0% | 9.9% | 1% | i | -26% | -1%
O=c1[nH]c2ccc(NC(=S)Nc3ccc(Cl)cc3)cc2[nH]1 | 6% | 0.4% | -3% | 1.2% | -3.7% | -9% | i | 1% | -16%
O=C(NCC1CCCO1)c1cnn2c(C(F)F)cc(C3CC3)nc12 (configuration not stated) | 20% | 0.1% | 3% | -0.9% | -1.8% | 5% | x | 0% | 19%
O=C(CSc1nc2c([nH]c3ccccc32)c(=O)n1-c1ccccc1)NCC1CCCO1 (configuration not stated) | 15% | 0.1% | -8% | 2.3% | -7.4% | 3% | x | 49% | -1%
c1ccc(Cc2nnc3sc(-c4cccnc4)nn23)cc1 | 0% | x | 4% | -3.9% | -2.5% | 5% | i | 16% | -13%
O=C(O)c1ccc(CN(c2ccccc2)S(=O)(=O)c2ccccc2)cc1 | -6% | 0.0% | -32% | 1.9% | 5.5% | -1% | x | -34%[20 µM] | 5%
CC(C)CCn1c(Oc2ccccc2Cl)nc2c1c(=O)n(C)c(=O)n2C | 3% | -0.4% | -13% | -1.1% | 2.2% | -4% | i | -44% | -6%
Cc1ccc(C2=NNC(c3ccc(Cl)cc3)=Nc3ccccc32)o1 | -12% | -1.9% | -26% | 24% | 2.4% | -7% | i | -22% | 19%
CC(C)(C)NC(=O)CSc1nncn1-c1ccccc1 | 4% | 0.5% | -25% | -0.3% | -3.7% | -7% | i | -15% | -3%
Cc1cc(C)nc(NC(=NCCc2c[nH]c3ccccc23)NC(=O)Nc2ccc(Cl)cc2)n1 | -2% | 1.8% | -9% | -1.4% | -2.6% | -6% | i | -4% | 1%
Cc1ccc(-n2c(SCC(=O)NCc3ccc4c(c3)OCO4)nnc2-c2cccnc2)c(C)c1 | 26% | x | 1% | -1.9% | -0.6% | -1% | x | 16% | 1%
O=C(c1ccco1)N1CCN(c2c([N+](=O)[O-])nn(-c3ccc(Cl)cc3)[n+]2[O-])CC1 | -6% | -1.2% | -15% | 1.0% | 6.4% | -8% | i | -12% | 2%
OCC[C@@H]1C[C@H](O)[C@@H](O)[C@]2(Cc3ccccc3O2)O1 | 12% | -0.3% | 16% | 1.3% | 0.9% | 1% | x | -16%[20 µM] | -3%
COc1ccc(NC(=O)c2nn(C)c(=O)c3ccccc23)cc1S(=O)(=O)Nc1ccccc1Cl | -23% | 0.9% | -10% | 1.2% | -4.7% | 2% | i | -1% | 26%
COc1ccc(N2CC(C(=O)N[C@@H](C)C(=O)NC3CCCC3)CC2=O)cc1 (some centres not stated) | 7% | -0.2% | 12% | -1.0% | 0.9% | -2% | x | -30% | 25%
COC(=O)c1c(C)[nH]c(C)c1-c1cccc([N+](=O)[O-])c1 | 13% | -1.4% | 1% | -1.3% | -1.7% | -1% | i | -20% | 7%
CCOC(=O)c1sc(-c2cccs2)nc1C | -4% | -0.2% | -44% | -2.2% | 1.5% | -10% | i | -2% | -5%
FC(F)c1nnc2ccc(Cl)nn12 | 16% | 0.3% | -42% | -1.2% | 0.5% | -10% | i | -24% | 1%
COc1ccc(S(=O)(=O)NCc2cccnc2)cc1C | 11% | -0.1% | -9% | -1.3% | -2.2% | -3% | x | -16%[20 µM] | 14%
CCOc1ccc(NS(=O)(=O)c2cc(NC(=O)c3cccc(C)c3)ccc2Cl)cc1 | -13% | -0.7% | -7% | 0.4% | 2.8% | -3% | i | -35% | 8%
CC(C)Cn1cnc2c1c(=O)n(CC(O)c1ccccc1)c(=O)n2CC(C)C (configuration not stated) | 8% | -0.1% | 1% | -0.8% | -2.9% | -5% | i | -22% | -7%
S=c1[nH]nc(-c2ccc3ccccc3n2)n1-c1ccccc1Cl | -10% | 0.3% | 36% | -2.8% | 4.6% | 1% | i | 3% | 3%
C#CC(C)(CC)NC(=O)Cn1nnc(-c2cccc(C(F)(F)F)c2)n1 (configuration not stated) | 8% | -1.1% | 19% | 0.5% | 4.3% | 3% | i | -28% | -19%
CC(C)NC(=O)NC(=O)COC(=O)Cc1ccsc1 | 2% | 0.2% | 2% | 1.9% | 8.5% | -2% | i | 16% | 10%
O=C(Cc1cccc2ccccc12)N1CCN(c2ncccn2)CC1 | -4% | -1.0% | -14% | 0.0% | -4.3% | 8% | i | 4% | 4%
O=C(CSCC(=O)N1CCCCC1)Nc1nc(-c2cccs2)cs1 | -10% | 0.2% | 6% | -1.1% | 5.0% | 0% | i | -15% | -3%
O=C(COC(=O)c1ccc(F)cc1F)NCCNC(=O)COC(=O)c1ccc(F)cc1F | 0% | -0.1% | -20% | -1.0% | -0.9% | 4% | x | 4% | 0%
CC(C)C(=O)Nc1cc2c3c(c1)CCN3C(=O)CC2 | 2% | 0.0% | -21% | -0.4% | 0.9% | -2% | x | -47% | 1%
O=C(Nc1cccc(-c2cccc(Cl)c2)c1)C1CCN(Cc2ccc(CO)o2)CC1 | 13% | 2.2% | -47% | 2.1% | 0.2% | 1% | x | -50% | -2%
O=C(Cc1ccc([N+](=O)[O-])cc1)NNC(=O)c1ccc2c(c1)OCO2 | -6% | -0.4% | -10% | -2.2% | -2.7% | 0% | x | 8% | 12%
Cc1occc1C(=O)N(C)CC1CCCN(CCc2ccccc2F)C1 (configuration not stated) | -4% | -0.4% | 31% | 1.3% | 4.9% | -6% | x | -18% | 6%
Cc1ccccc1OCC(=O)Nc1cccc2nsnc12 | 15% | 0.2% | -20% | 3.9% | -4.3% | 3% | i | -23% | 28%
O=C1CCCN1c1ccc(S(=O)(=O)N2CCCCC2)cc1[N+](=O)[O-] | 10% | 0.5% | -16% | -1.7% | x | -1% | i | -27%[20 µM] | 5%
COc1ccc(N(CN2C(=O)c3ccccc3C2=O)C(=O)C(C)C)cc1 | 6% | 0.1% | 5% | -2.4% | 3.0% | 1% | x | -23% | -1%
CN(CCCNC(=O)CCc1cn(C)c2ccccc12)C1CCCCC1 | 18% | -0.6% | 9% | 0.3% | -3.5% | -7% | x | 8% | 18%
CC(Oc1cccc2ccccc12)C(=O)N/N=C/c1cccnc1 (configuration not stated) | 0% | -0.7% | 22% | -0.3% | 0.5% | -1% | x | -33% | 4%
CC(C)c1ccc2[nH]c3nc(SCC(=O)N4CCOCC4)nnc3c2c1 | -23% | -0.4% | -36% | -0.5% | -2.5% | -17% | i | -29% | 0%
C/C=C\C=C/C(=O)Nc1cccc(C2=NOC3(C2)C[C@@H](C(N)=O)N(C(=O)C2(C)CC2)C3)c1 (some centres not stated) | 20% | 1.4% | 3% | 0.9% | -1.6% | -5% | i | 24% | 33%
Cc1cc(C(=O)COC(=O)C2=NNC(=O)CC2)c(C)n1-c1ccc(OC(F)F)cc1 | 1% | -0.1% | -2% | -1.5% | -2.8% | 1% | i | -14% | -7%

Brought forward from above: 4 compounds, followed by the next part.
SMILES | NOD2 inhibition | West Nile antiviral | NOD1 inhibition | HIV peptide binding | KOR beta-arrestin-1 | NS5 inhibitors | Yfh1-depleted yeast | KOR beta-arrestin-2 | AID2073
CC(Oc1cccc2ccccc12)C(=O)N/N=C/c1cccnc1 (configuration not stated) | 0% | -0.7% | 22% | -0.3% | 0.5% | -1% | x | -33% | 4%
CC(C)c1ccc2[nH]c3nc(SCC(=O)N4CCOCC4)nnc3c2c1 | -23% | -0.4% | -36% | -0.5% | -2.5% | -17% | i | -29% | 0%
C/C=C\C=C/C(=O)Nc1cccc(C2=NOC3(C2)C[C@@H](C(N)=O)N(C(=O)C2(C)CC2)C3)c1 (some centres not stated) | 20% | 1.4% | 3% | 0.9% | -1.6% | -5% | i | 24% | 33%
Cc1cc(C(=O)COC(=O)C2=NNC(=O)CC2)c(C)n1-c1ccc(OC(F)F)cc1 | 1% | -0.1% | -2% | -1.5% | -2.8% | 1% | i | -14% | -7%
O=C(N/N=C/c1ccccn1)c1ccc(Br)cc1 | -164% | -1.1% | 103%* | 0.9% | -2.3% | -5% | i | 86% | 4%
Cc1ccc(CNC(=O)CCCc2ccccc2)cc1 | -24% | -0.7% | -23% | 2.2% | -9.1% | 3% | i | -15%[20 µM] | 9%
COc1ccccc1NC(=O)c1ccc(-n2cncn2)nc1 | -4% | 0.2% | -39% | 2.3% | 3.3% | -10% | i | -20% | -6%
Cc1cc(OCC(=O)NCCCn2ccnc2)c2c(C)c(C)c(=O)oc2c1 | -3% | 0.0% | -29% | 0.4% | -0.8% | 1% | x | -29% | 20%
Cc1ccc(NC(=O)CSc2nnc(-c3ccco3)o2)c(C)c1 | 3% | -0.1% | -19% | 1.0% | -7.8% | 0% | i | -23%[20 µM] | 4%
CC(=O)N=c1sc(S(N)(=O)=O)nn1C | 8% | 0.8% | 2% | -0.4% | -3.0% | -7% | i | -2% | -8%
COc1ccccc1C1C=C(c2ccccc2)Nc2nnnn21 (configuration not stated) | -17% | -0.3% | -18% | -0.6% | 0.3% | 13% | i | 1% | 2%
O=C(NCCN1CCOCC1)c1ccc2c(c1)ncn2C1CCCCC1 | 17% | 0.0% | 6% | -1.8% | 8.4% | 1% | i | -12% | 0%
Cc1ccc(-c2oc3ccccc3c(=O)c2O)cc1 | -1% | 2.5% | 11% | -2.5% | -7.0% | -4% | i | 36% | 38%
CCc1nc2sc3c(=O)n(N)cnc3c2c2c1COC(C)(C)C2 | -9% | 0.0% | -17% | -0.2% | -2.4% | x | i | 17% | 0%
COc1ccc2c(c1)c(C(=O)CN1CCC3(CC1)OCCO3)c(C)n2C | 12% | 0.0% | 3% | -1.5% | 2.1% | 8% | i | 13% | 19%
C#CCNC(=O)C1=C[C@@H](c2ccc3c(c2)OCO3)[C@H](CCCO)[C@@H](OCC)O1 | 10% | 0.0% | -30% | -3.0% | 0.4% | -1% | i | -22% | 2%
CNS(=O)(=O)c1cn(CC(=O)NCc2ccc(OC)cc2)cc1S(=O)(=O)NC | -26% | 0.2% | -13% | 0.2% | 2.5% | 0% | x | -28% | 6%
CC(=O)Nc1ccc(NC(=O)CN(c2ccc(C34CC5CC(CC(C5)C3)C4)cc2)S(C)(=O)=O)cc1 | -22% | -0.7% | x | -5.9% | 0.3% | -3% | i | -55% | 18%
COC(=O)[C@@H](NC(=O)Nc1ccc(OC(F)(F)F)cc1)C(C)C | 14% | -0.4% | 22% | -1.0% | -1.1% | -1% | i | -1% | -5%
O=C(c1ccco1)N1CCN(c2ccnc3cc(Cl)ccc23)CC1 | 24% | -1.1% | 5% | 0.7% | -0.8% | 2% | i | -46%[20 µM] | 5%
CC(=O)CSc1nnc(-c2ccc(S(=O)(=O)N3CCOCC3)cc2)n1C | 5% | -0.1% | -20% | -0.4% | -3.1% | -8% | x | 8% | -1%
Cc1c(C)c(C)c(/C=[N+](/C)[O-])c(C)c1C | -28% | 0.1% | 40% | 1.3% | 4.1% | -7% | i | -16% | -5%
Cc1nc(NC(=O)CSc2nnc(C)n2CC2CCCO2)sc1C (configuration not stated) | 7% | 0.2% | -19% | -1.6% | -2.9% | -2% | i | 17% | -6%

Bioassay records deposited in PubChem BioAssay by several laboratories.

The list is partial, so the mix of outcomes need not match the whole.
